Assay outcomes: PubChem BioAssay, several laboratories
Anthrax LF inh2 – inhibitors of Bacillus anthracis lethal factor protease. P15917. inhibition, % at 10 µM. 0.12% of 360,000 active. AID 588501. multiplex microsphere protease cleavage assay, LF; in the data active means inhibition above about 30%; inconclusive means no clear call, values can overlap the other calls; further: plate controls were buffer without enzyme for full effect and enzyme alone for no effect
SARS 3CLpro inh – SARS-CoV 3CLpro protease inhibition; recombinant SARS-CoV 3CLpro, quenched FRET peptide cleavage; P0C6X7; inhibition, % at 6 µM; 0.14% of 290,000 active; in the data active means inhibition above about 12%
PriA SSB inh – inhibitors of Klebsiella pneumoniae PriA binding to SSB C-terminal tail | AID 1272365 | 0.6% of 430,000 active | AlphaScreen SSBct-PriA binding, biotinylated peptide | inhibition, % at 33 µM; in the data active means inhibition mostly above about 37%, no sharp cut-off; inactive means mostly below about 20%;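 further: plate controls were negative control peptide for no effect and reference peptide for full effect; strong numbers were not always called active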
MazEF act – MazEF (E. coli) toxin RNase activation | FAM/BHQ RNA-DNA oligo cleavage fluorescence, 5 h | P0AE70 | activation, % at 20 µM | 0.32% of 350,000 active; in the data active means activation above about 50%
Target sequence (P0AE70 whole entry, looked up): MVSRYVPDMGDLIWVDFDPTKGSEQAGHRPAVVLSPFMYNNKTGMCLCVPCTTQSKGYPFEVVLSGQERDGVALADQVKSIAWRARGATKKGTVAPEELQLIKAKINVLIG
Yp Topo-I inh – inhibitors of Yersinia pestis topoisomerase I; Y. pestis Topo-I cleavage product accumulation, plate reader; AID 504884; 0.064% of 360,000 active; activity, % at 10 µM; in the data active means activity above about 50%, passing the limit was not always enough; inconclusive means no clear call, values can overlap the other calls; further: inactives centre near 2
VHR inh abs – blocks human VHR1 dual specificity phosphatase. recombinant VHR phosphatase, pNPP absorbance. 0.52% of 290,000 active. inhibition, % at 13.3 µM; in the data active means inhibition above about 50%; further: some compounds called inactive have numbers as strong as hits
Target sequence (P51452 whole entry, looked up): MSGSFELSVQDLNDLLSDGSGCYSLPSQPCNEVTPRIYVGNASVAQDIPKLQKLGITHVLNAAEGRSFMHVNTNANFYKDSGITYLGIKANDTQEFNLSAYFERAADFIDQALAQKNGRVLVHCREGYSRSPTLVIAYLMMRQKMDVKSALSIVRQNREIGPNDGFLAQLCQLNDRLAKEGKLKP
PfHsp40 yeast – rescue of PfHsp40-mediated yeast toxicity | S. cerevisiae expressing PfHsp40, growth rescue, ATP luminescence | growth rescue, % at 12.5 µM | AID 504582 | 0.68% of 340,000 active; in the data active means growth rescue above about 28%, passing the limit was not always enough; inconclusive means no clear call, values can overlap the other calls;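 further: yeast W303a lacking pdr1 and pdr3 grown in galactose medium; growth measured after three days at 30 °C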
Rv3671c protease – Rv3671c (M. tuberculosis) protease inhibition | P9WHR9 | inhibition, % at 5.96 µM | 0.048% of 320,000 active | AID 2606; in the data active means inhibition above about 38%;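 further: extracellular domain of Rv3671c used as enzyme; 0% = enzyme with DMSO and 100% = no enzyme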
Target sequence (P9WHR9 whole entry, looked up, the tested form may be a part): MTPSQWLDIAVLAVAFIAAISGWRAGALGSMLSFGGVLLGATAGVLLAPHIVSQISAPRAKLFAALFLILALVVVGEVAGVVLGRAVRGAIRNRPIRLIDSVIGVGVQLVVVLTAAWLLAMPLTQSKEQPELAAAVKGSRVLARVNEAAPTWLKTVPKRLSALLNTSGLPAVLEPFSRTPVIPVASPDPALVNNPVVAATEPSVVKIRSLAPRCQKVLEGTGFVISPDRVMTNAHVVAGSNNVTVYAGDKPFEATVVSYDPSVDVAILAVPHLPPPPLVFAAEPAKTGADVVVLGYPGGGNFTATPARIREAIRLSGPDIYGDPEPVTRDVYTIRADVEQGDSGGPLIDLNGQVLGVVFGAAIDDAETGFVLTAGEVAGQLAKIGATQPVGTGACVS
BH1578 lux ind – induces V. cholerae light production without autoinducers; V. cholerae BH1578 lux reporter, luminescence, 6 h; activation, % at 18.7 µM; 0.16% of 350,000 active; in the data active means activation mostly above about 9.7%, no sharp cut-off; inconclusive means no clear call, values can overlap the other calls; inactive means mostly below about 3.7%; further: not every result past the cut was called active; inactives centre near 0; reference of the scale not given here
TcdB GH inh – inhibitors of Clostridioides difficile toxin B glycohydrolase. 0.24% of 350,000 active. P18177. AID 652162. TcdB glycohydrolase enzymatic assay, plate reader. inhibition, % at 9.99 µM; in the data active means inhibition above about 10%
* = called active by the depositor; i = inactive; ? = inconclusive; . = not tested or not shown; & = joins results of further samples. These rows are one share of the data (hit frequency here may not be typical).

| mol | Anthrax LF inh2 | SARS 3CLpro inh | PriA SSB inh | MazEF act | Yp Topo-I inh | VHR inh abs | PfHsp40 yeast | Rv3671c protease | BH1578 lux ind | TcdB GH inh |
| --- | --- | --- | --- | --- | --- | --- | --- | --- | --- | --- |
| CCCC(c1nnnn1Cc1ccco1)N1CCC(C(N)=O)CC1 (stereo unspecified) | 0 | -8 | -8 | -1 | 0 | 12 | -1.3 | -1 | i | . |
| O=C(OCc1ccccc1)c1ccc(NCc2cc(O)ccc2O)cc1 | -8 | . | 1 | -22 | -18 | . | 1.3 | . | i | -9.2 |
| Cc1cccc(/C=c2\s/c(=C\C(=O)C(C)(C)C)[nH]c2=O)c1 | -3 | 5 | . | -13 | 3 | 1 | 1.3 | -3 | -0.4 | . |
| Cc1ccc2cccc(OCC(=O)N(C)CC(=O)Nc3ccc(F)cc3)c2n1 | -2 | . | -6 | 4 | -2 | . | 0.6 | 2 | -0.3 | 0.3 |
| Cc1cccc(C)c1NC(=O)NNC(=O)c1cc(C(C)(C)C)nn1Cc1ccccc1 | -19 | 9 | -8 | -2 | 4 | 6 | -0.6 | 4 | i | 1.0 |
| CCOC(=O)N1CCN(C(=O)c2ccc3c(c2)NC(=O)/C(=C/c2ccccc2)S3)CC1 | -1 | 2 | -4 | 7 | 2 | 34 | -1.0 | -6 | -0.4 | -1.0 |
| CCn1nc(NS(=O)(=O)c2ccc(F)cc2)c2cc3cccc(C)c3nc21 | 0 | 11 | 0 | 4 | 6 | 6 | 1.8 | 4 | -0.4 | 1.3 |
| O=c1oc2ccccc2cc1-c1nc2c(s1)CCc1ccccc1-2 | 27 | 5 | -19 | -16 | -3 | -5 | -0.5 | -22 | -0.7 | . |
| Cc1onc(-c2c(F)cccc2Cl)c1C(=O)N(C)C1CCCCC1 | -4 | 2 | -24 | 5 | 13 | 0 | 0.1 | 6 | i | 1.7 |
| CC(NC(=O)c1ccccc1NC(=O)c1ccncc1)c1ccccc1 (stereo unspecified) | -2 | -2 | -11 | 5 | -13 | 1 | 1.0 | 7 | -2.2 | 0.9 |
| O=C1c2ccccc2C(=O)c2c1cccc2N(CCO)CCO | -3 | -5 | 33 | -42 | -19 | 1 | -2.4 | -9 | i | 1.5 |
| CCC1=Nc2cc(C(=O)O)ccc2Sc2ccccc21 | -13 | 6 | -13 | 2 | -1 | -11 | -1.1 | 4 | -0.3 | -0.9 |
| C=CCN(CC=C)S(=O)(=O)c1ccc(NC(=S)NC(=O)c2ccc(-c3ccccc3)cc2)cc1 | 0 | 2 | -8 | 5 | 16 | 4 | 0.2 | -12 | -0.4 | . |
| COc1ccc(S(=O)(=O)N2CCOCC2)cc1NC(=O)c1cc2ccccc2o1 | 2 | . | -6 | 8 | 30 | . | 2.3 | . | i | -1.9 |
| CC(=O)N/C(=C\c1ccc(F)cc1)C(=O)N(C)C | -2 | -2 | -10 | 7 | -4 | -4 | -1.6 | -1 | i | . |
| COc1cc(OC)cc(-c2c(C#Cc3ccsc3)c3cc(-c4ccccc4OC)ccc3n2C)c1 | -5 | . | -55 | -24 | -1 | . | -1.7 | -3 | 0.1 | 0.9 |
| Cc1cc(CNC(=O)COc2ccc(F)cc2F)c2ccccc2n1 | 1 | 0 | -1 | 2 | 8 | -5 | -0.1 | -1 | -0.8 | 0.3 |
| Cc1c(C(=O)O)sc2nc3n(c(=O)c12)CCC(C)CC3 (stereo unspecified) | -2 | 0 | 2 | -1 | 11 | 18 | 8.8 | -2 | 0.2 | -1.0 |
| Cn1nc(C(C)(C)C)cc1NC(=O)Nc1ccc(F)cc1F | -7 | 9 | -9 | -3 | -16 | -9 | 2.0 | 4 | i | 1.2 |
| O=C(Nc1cccc(F)c1)N1C2CCC1CC(O)(c1cccnc1)C2 (stereo unspecified) | -5 | 4 | -13 | 7 | -9 | 39 | -0.7 | -4 | -0.3 | 0.5 |
| CCN1CCN(c2nc([N+](=O)[O-])nn2C)CC1 | -4 | 0 | 6 | 6 | 7 | 9 | -1.4 | 1 | i | 0.2 |
| O=C(COC(=O)COc1ccc(Cl)cc1)Nc1ccc2c(c1)OCCO2 | -4 | . | -8 | 7 | 0 | . | 0.8 | 4 | i | 0.5 |
| CCOc1ccc(C(NC(C)=O)c2ccc(OC)c(OC)c2)cc1 (stereo unspecified) | -1 | 0 | -7 | -3 | -1 | 15 | ? | -20 | i | -1.0 |
| CCOc1ccccc1N(CC(=O)NCc1ccc(OC)cc1)S(C)(=O)=O | -3 | 0 | 4 | 8 | 8 | 23 | 1.2 | 6 | i | . |
| CC1=Nc2cc(C(=O)N3CCC4(CC3)OCCO4)ccc2Sc2ccc(Cl)cc21 | -2 | 3 | 10 | 6 | 20 | -9 | 2.6 | -1 | i | 1.1 |
| COc1cc(C)c(Br)cc1S(=O)(=O)NCc1cccs1 | -4 | -2 | -4 | 6 | 13 | 54* | 0.0 | 5 | i | 3.8 |
| O=C(Cc1ccc(F)cc1)Nc1ccccc1Sc1ccccc1 | -1 | 5 | -6 | 2 | -2 | 8 | 1.8 | -12 | -0.3 | 1.6 |
| O=C(CN1CCN(CC(=O)Nc2ccc3c(c2)OCO3)CC1)Nc1ccc(F)cc1 | -1 | 6 | -9 | 1 | -6 | 30 | 1.1 | -5 | -0.3 | . |
| CC(C)C[C@@H](CNC(=O)OC(C)(C)C)NC(=O)c1nc[nH]c1C(=O)N[C@@H](CC(C)C)C(=O)CNC[C@H](CC(C)C)NC(=O)c1nc[nH]c1C(=O)N[C@@H](Cc1c[nH]c2ccccc12)C(=O)OC(C)(C)C | -1 | . | 12 | -2 | 10 | . | -0.5 | -22 | -0.4 | 0.1 |
| O=C(NCc1ccccc1)c1onc(CS(=O)(=O)c2ccc(Cl)cc2)c1C(=O)NCc1ccccc1 | -3 | . | -8 | -7 | 0 | . | 0.5 | -4 | 0.6 | 1.6 |

The results go on:
| mol | Anthrax LF inh2 | SARS 3CLpro inh | PriA SSB inh | MazEF act | Yp Topo-I inh | VHR inh abs | PfHsp40 yeast | Rv3671c protease | BH1578 lux ind | TcdB GH inh |
| --- | --- | --- | --- | --- | --- | --- | --- | --- | --- | --- |
| CC(C)C(=O)Nc1cccc(-c2csc(-c3ccccc3)n2)c1 | -1 | 0 | -13 | 1 | 9 | 24 | 4.9 | -37 | -3.8 | 0.7 |
| O=C(Nc1cc(S(=O)(=O)N2CCOCC2)ccc1N1CCCC1)c1ccc(F)cc1 | 0 | . | -6 | -2 | -8 | . | 0.0 | -7 | i | -0.9 |
| CN(C)c1ncnc2c1ncn2[C@H]1CN(Cc2ccccc2)C[C@@H](CO)O1 | -3 | . | . | . | -2 | . | . | . | i | -0.2 |
| CC1CCN(C(=O)CCNS(=O)(=O)c2ccc(Cl)cc2)CC1 | 1 | -10 | -10 | -4 | 9 | 30 | 1.1 | 3 | -0.5 | 0.7 |
| Cc1nc(-c2cccc(NS(=O)(=O)c3ccc4ccccc4c3)c2)cs1 | ? | 4 | -16&0 | -13 | 2 | -1 | 0.2 | -26 | -0.3 | . |
| O=C(Nc1ccc(Cl)c(C(F)(F)F)c1)[C@@H]1CC=C[C@@H]2CCN(Cc3ccc(Cl)c(Cl)c3)C(=O)[C@@H]21 | -6 | . | -8 | -5 | -4 | . | 0.2 | -40 | -2.9 | 0.9 |
| CCOC(=O)c1sc2ncn(CC(=O)NCC3CCCO3)c(=O)c2c1C (stereo unspecified) | -2 | 1 | 1 | 0 | -7 | 4 | -0.5 | 4 | -14 | . |
| COc1ccc(CN=CC2=C(O)CNC2=O)cc1 | 1 | 3 | -13 | 4 | -6 | 20 | -2.1 | 2 | i | . |
| Nc1nc(SCC(=O)NC2CCCC2)[nH]c(=O)c1NC(=O)c1cccs1 | 1 | 0 | -8 | -3 | -1 | 17 | 0.7 | 1 | -0.4 | 0.5 |
| COc1ccc(/C(O)=C2/C(=O)C(=O)N(c3nc(C)c(C)s3)C2c2ccco2)cc1 (stereo unspecified) | 3 | -2 | . | -9 | -1 | 40 | -1.2 | -1 | -0.8 | . |
| O=C1C2CC=CCC2C(=O)N1c1ccc(Cc2ccncc2)cc1 (stereo unspecified) | -3 | -6 | 4 | -2 | 9 | 20 | -1.0 | 2 | 11 | . |
| O=c1ccnc(S/C=C/c2ccccc2)[nH]1 | 0 | -5 | -7 | 1 | 8 | 10 | 0.0 | 7 | -1.6 | . |
| O=C(CNC(=O)c1cccc(Br)c1)N/N=C/c1cn[nH]c1-c1ccccc1 | -1 | -2 | . | -1 | 2 | -4 | 0.5 | -10 | -1.3 | 1.3 |
| Nc1ncn(C(=S)Nc2ccccc2)n1 | 1 | . | -13 | 10 | -8 | . | -1.0 | . | -1.1 | 1.8 |
| CCN(CC)S(=O)(=O)c1cccc(C(=O)OCC(=O)c2ccc3c(c2)OCCO3)c1 | -2 | 3 | -15 | -5 | 28 | -10 | 1.4 | -25 | 0.1 | . |
| Cc1cc(/C=N/n2cnnc2)c(C)n1-c1ccc(Cl)cc1Cl | -3 | -4 | . | 3 | 8 | 2 | -0.9 | -6 | -2.8 | . |
| Cc1ccc(-c2csc(NC(=O)c3ccccc3F)c2C(=O)O)cc1 | 20 | 10 | -3 | -1 | -3 | . | 34* | -5 | -0.5 | 9.6 |
| COCCN1C[C@@H](CO)O[C@@H](n2cnc3c(NC4CCC4)ncnc32)C1 | -1 | . | . | . | 3 | . | . | . | i | 0.2 |
| OC(c1ccccc1)(c1ccccc1)c1nccn1-c1ccccc1 | -2 | . | 0 | 6 | 2 | . | 0.3 | . | -0.8 | 0.9 |
| O=C(COc1ccc(S(=O)(=O)NC2CCCCC2)cc1Cl)NCC1CCCO1 (stereo unspecified) | 6 | 3 | -29 | -7 | 3 | -6 | 0.5 | 0 | . | . |
| COc1ccc(OC)c(NC(=O)N2CCCC(C)C2)c1 (stereo unspecified) | 1 | -1 | -10 | -1 | 0 | 31 | -1.7 | -16 | -1.0 | 0.7 |
| CCOC(=O)c1cc([N+](=O)[O-])c([N+](=O)[O-])cc1NC(C)=O | -3 | -2 | 5 | -1 | -11 | 12 | 0.8 | -5 | -0.4 | 1.0 |

Nine of the compounds above, with two lines to a compound:
Fields: Anthrax LF inh2 | SARS 3CLpro inh | PriA SSB inh | MazEF act | Yp Topo-I inh | VHR inh abs | PfHsp40 yeast | Rv3671c protease | BH1578 lux ind | TcdB GH inh
- Nc1ncn(C(=S)Nc2ccccc2)n1
→ 1 | . | -13 | 10 | -8 | . | -1.0 | . | -1.1 | 1.8
- CCN(CC)S(=O)(=O)c1cccc(C(=O)OCC(=O)c2ccc3c(c2)OCCO3)c1
→ -2 | 3 | -15 | -5 | 28 | -10 | 1.4 | -25 | 0.1 | .
- Cc1cc(/C=N/n2cnnc2)c(C)n1-c1ccc(Cl)cc1Cl
→ -3 | -4 | . | 3 | 8 | 2 | -0.9 | -6 | -2.8 | .
- Cc1ccc(-c2csc(NC(=O)c3ccccc3F)c2C(=O)O)cc1
→ 20 | 10 | -3 | -1 | -3 | . | 34* | -5 | -0.5 | 9.6
- COCCN1C[C@@H](CO)O[C@@H](n2cnc3c(NC4CCC4)ncnc32)C1
→ -1 | . | . | . | 3 | . | . | . | i | 0.2
- OC(c1ccccc1)(c1ccccc1)c1nccn1-c1ccccc1
→ -2 | . | 0 | 6 | 2 | . | 0.3 | . | -0.8 | 0.9
- O=C(COc1ccc(S(=O)(=O)NC2CCCCC2)cc1Cl)NCC1CCCO1 (stereo unspecified)
→ 6 | 3 | -29 | -7 | 3 | -6 | 0.5 | 0 | . | .
- COc1ccc(OC)c(NC(=O)N2CCCC(C)C2)c1 (stereo unspecified)
→ 1 | -1 | -10 | -1 | 0 | 31 | -1.7 | -16 | -1.0 | 0.7
- CCOC(=O)c1cc([N+](=O)[O-])c([N+](=O)[O-])cc1NC(C)=O
→ -3 | -2 | 5 | -1 | -11 | 12 | 0.8 | -5 | -0.4 | 1.0
